All columns: NCI-60 one-dose screen, growth in % after 48 h at 10 µM unless noted; 100 = growth as untreated, 0 = no growth, -100 = all killed.
HOP-92 – HOP-92 NSCLC cells | 71,000 compounds, 6.3% hits
HOP-62 – HOP-62 NSCLC; 80,000 compounds, 3.9% hits; AID 1794735
SR – SR leukemia cells. 73,000 compounds, 8.7% hits. AID 1794780
K-562 – K-562 leukemia. 78,000 compounds, 7.4% hits. AID 1794777
MDA-MB-435 – MDA-MB-435 melanoma; 82,000 compounds, 7.8% hits
CCRF-CEM – CCRF-CEM leukemia. 77,000 compounds, 7% hits
RPMI-8226 – RPMI-8226 leukemia cells. 77,000 compounds, 7.5% hits
MOLT-4 – MOLT-4 leukemia cells; 80,000 compounds, 6.9% hits
An asterisk follows results filed as active; . = not tested or not shown; & = joins results of further samples; [ ] = remark or other dose. How the source made its calls: active means growth percent below 10; inactive means the rest. No enrichment for hits, and some 14% of all compounds hit somewhere here.

SMILES | HOP-92 | HOP-62 | SR | K-562 | MDA-MB-435 | CCRF-CEM | RPMI-8226 | MOLT-4
COc1cc(/C=C2\SC(N3CCCCC3)=NC2=O)ccc1OCCCOc1ccc(/C=C2\SC(N3CCCCC3)=NC2=O)cc1OC | 82.7 | 99.6 | 57.1 | 86.7 | 85.9 | 60.1 | 61.3 | 75.6
CC(=O)Nc1nc2c(s1)Nc1cc(Cl)c(Cl)cc1NC2=O | . | 98.8 | 91.0 | 92.3 | 105.8 | 97.9 | 99.6 | 99.9
O=S(=O)(c1ccc(NC(=S)NC23CC4CC(CC(C4)C2)C3)cc1)N1CCCCC1 | -8.9* | 107.2 | -21.9* | 7.7* | 96.0 | 13.9 | -11.6* | -14.7*
O=[N+]([O-])c1ccc2c(c1)-c1ccccc1/C2=N\O | 73.0 | 101.1 | 79.6 | 116.2 | . | 92.2 | 80.9 | 95.2
Cc1ccc2nc(N=C(N)N)[nH]c2c1 | 76.2 | 102.9 | . | 124.3 | 109.5 | 101.8 | 103.3 | 108.9
CCN1CCN(CCC(=O)Nc2cccc(-n3cc(-c4ccncc4)c(-c4ccc(Cl)c(OC)c4)n3)c2)CC1 | 6.1* | 37.7 | -12.3* | -34.0* | -47.0* | 1.3* | -38.8* | 2.9*
Cc1ccc(S(=O)(=O)OC2C(C)(C)C(OS(=O)(=O)c3ccc(C)cc3)C2(C)C)cc1 (stereo not given) | 87.2 | 110.2 | . | 123.2 | 111.8 | 97.5 | 103.7 | 112.2
Cc1c2n(c3ccccc13)Cc1cnnn1C(C(=O)c1ccc(O)cc1)=C2 | 103.8 | 92.1 | 82.7 | 88.7 | 97.4 | 95.5 | 86.3 | 87.1
CCC1(N)COC(c2ccccc2)OC1 (stereo not given) | 102.6 | 104.1 | . | 113.6 | 110.2 | 100.0 | 101.1 | 86.8
CCOC(=O)N1CCCC1=O | . | 91.8 | . | 101.0 | 105.1 | . | . | 101.9

Among those listed so far, these contain four or more nitrogen atoms:
SMILES | HOP-92 | HOP-62 | SR | K-562 | MDA-MB-435 | CCRF-CEM | RPMI-8226 | MOLT-4
COc1cc(/C=C2\SC(N3CCCCC3)=NC2=O)ccc1OCCCOc1ccc(/C=C2\SC(N3CCCCC3)=NC2=O)cc1OC | 82.7 | 99.6 | 57.1 | 86.7 | 85.9 | 60.1 | 61.3 | 75.6
CC(=O)Nc1nc2c(s1)Nc1cc(Cl)c(Cl)cc1NC2=O | . | 98.8 | 91.0 | 92.3 | 105.8 | 97.9 | 99.6 | 99.9
Cc1ccc2nc(N=C(N)N)[nH]c2c1 | 76.2 | 102.9 | . | 124.3 | 109.5 | 101.8 | 103.3 | 108.9
CCN1CCN(CCC(=O)Nc2cccc(-n3cc(-c4ccncc4)c(-c4ccc(Cl)c(OC)c4)n3)c2)CC1 | 6.1* | 37.7 | -12.3* | -34.0* | -47.0* | 1.3* | -38.8* | 2.9*
Cc1c2n(c3ccccc13)Cc1cnnn1C(C(=O)c1ccc(O)cc1)=C2 | 103.8 | 92.1 | 82.7 | 88.7 | 97.4 | 95.5 | 86.3 | 87.1

Carrying on.
SMILES | HOP-92 | HOP-62 | SR | K-562 | MDA-MB-435 | CCRF-CEM | RPMI-8226 | MOLT-4
CC/C(Cc1ccccc1)=C(\c1ccc(OCCN2CCCCC2)cc1)c1ccc(OC(C)=O)cc1 | 66.2 | 88.0 | 56.8 | 56.4 | 102.3 | 87.8 | 98.4 | 77.3
C#Cc1cccc(NC(=O)c2ccc(NC(=O)C=C)cc2)c1 | 90.0[8.25 µM] | 95.2[8.25 µM] | . | 71.0[8.25 µM] | 65.5[8.25 µM] | 71.5[8.25 µM] | 60.2[8.25 µM] | 76.8[8.25 µM]
CC(=O)OC(c1ccccc1)C(OC(C)=O)c1ccccc1 (stereo not given) | . | 84.4 | 85.6 | 83.7 | 97.5 | 94.8 | 93.2 | 88.6
O=C(Nc1cccnc1)c1noc2ccccc12 | 88.5 | 99.9 | 85.6 | 86.4 | 103.0 | 96.4 | 101.1 | 96.2
CC(=O)O[C@H]1C[C@@]2(C)[C@@H](C[C@@H](O)[C@H]3[C@@]4(C)CCC(NCCN)[C@@H](C)[C@@H]4CC[C@@]32C)/C1=C(\CCC=C(C)C)C(=O)O (stereo not given in full) | 98.5 | 114.0 | 117.2 | 104.6 | 105.7 | 102.3 | 106.4 | 102.4
O=C(Cn1nnnc1-c1ccn(-c2ccc(Br)cc2)n1)c1cc2ccccc2oc1=O | 77.0 | 74.9 | 73.8 | 55.4 | 88.8 | 71.9 | 56.5 | 72.8
CCOC(=O)/C(=C\CC/C(C)=C/CC/C(C)=C/CCc1ccsc1)CC(=O)O | . | 93.4 | 95.0 | 98.1 | 102.7 | 95.3 | 100.2 | 91.4
CCOC(=O)/C=C(/C)Sc1cc(O)ccc1O | 113.3 | 98.6 | 114.3 | 102.8 | 106.2 | 92.5 | 101.8 | 92.2
O=C1C2CC3CC1CC(O)(C3)C2 | 111.8 | 117.3 | 85.1 | . | 105.8 | 104.0 | . | 102.9
O=C(Cc1ccccc1)NNc1nc(N2CCN(C3CCCCC3)CC2)nc(N2CCN(C(c3ccccc3)c3ccccc3)CC2)n1 | 103.5 | 95.6 | 41.1 | 65.4 | 98.2 | 83.2 | 83.1 | 85.7
COc1cccc(C2=NNC3(S2)C(=O)N(Cc2ccccc2Cl)c2ccccc23)c1 (stereo not given) | 57.5 | 32.0 | 24.6 | 32.4 | 63.3 | 37.2 | 52.1 | 44.8
C=C(C)[C@@H]1CC[C@]2(C(=O)NCC#CCN3CCN(C)CC3)CC[C@]3(C)[C@H](CC[C@@H]4[C@@]5(C)Cc6c([nH]c7ccccc67)C(C)(C)[C@@H]5CC[C@]43C)[C@@H]12 | 38.4 | 92.0 | 28.8 | 28.0 | 73.3 | . | 47.1 | 27.6
CCCCCC(=O)OCC(=O)O[C@@H]1C[C@]2(C(C)C)O[C@@]1(C)[C@@H]1CC[C@@H](C)[C@H]1[C@@H]2OC(=O)/C=C/c1ccccc1 | 95.3 | 91.7 | 76.3 | 42.3 | 99.4 | 59.7 | 66.8 | 72.1
O=C1c2ccccc2C2NCCCN12 (stereo not given) | 125.4 | 101.4 | . | 91.1 | 106.9 | 95.5 | 100.1 | 101.1
CC(=O)c1ccc(Nc2nccc(-c3ccc4ccccc4c3)n2)cc1 | 97.5 | 101.6 | 42.6 | 59.6 | 69.1 | 88.3 | 90.0 | 74.4
COc1ccc(C/C(C)=C(/c2ccc(OCCN3CCCCCC3)cc2)c2ccc(OC(=O)Cc3ccccc3)cc2)cc1 | 110.1 | 107.1 | 80.6 | 92.1 | 104.4 | 105.1 | 107.6 | 90.9
CC12CCC(O)C(C)(C)C1CCC1=C2CCC2(C)C(c3ccoc3)CCC12C (stereo not given) | 95.1 | 92.1 | 60.1 | 89.9 | 112.5 | 101.7 | 96.1 | 70.0
COc1cc(-c2n/c(=C\c3c(O)[nH]c4ccccc34)cc3c2=Nc2ccccc2-3)cc(OC)c1OC | 22.9 | 41.4 | 8.3* | 6.6* | -7.1* | . | 25.5 | -13.5*
CC(C)OCCOCCO | 104.2 | 102.6 | 110.9 | 97.4 | 106.2 | . | 104.6 | 100.3
S=C(Nc1ccccc1)Nc1ccccn1 | 99.3 | 103.7 | 106.7 | 90.4 | 100.7 | 100.2 | 102.8 | 100.9
Nc1n[nH]c2cc(=O)[nH]c(O)c12 | 73.7 | 105.8 | 114.7 | 112.1 | 102.6 | 106.2 | 104.1 | 108.8
CC12CCCC(=O)N1c1ccccc1-c1nc(-c3ccccc3Br)nn12 (stereo not given) | 86.9 | 84.5 | 100.4 | 95.4 | 103.9 | 92.1 | 95.3 | 97.1
Cn1cccc1C(=O)c1n[nH]n2c1nc(=O)c1sccc12 | 92.3 | 81.8 | 89.0 | 97.5 | 95.2 | 87.9 | 85.8 | 95.6
C=CCn1c(SCC(=O)Nc2ccc(C(=O)/C=C/c3ccc(OC)cc3)cc2)nnc1-c1cc(-c2ccc(OC)cc2)nc2ccccc12 | 80.9 | 94.7 | 88.1 | 97.1 | 101.3 | 101.7 | 95.3 | 93.0
Cc1nnc(SCC2=C(C(=O)O)N3C(=O)[C@@H](NC(=O)Cn4cnnn4)[C@H]3SC2)s1 | 84.5 | 106.3 | 101.2 | 117.5 | 97.5 | 96.9 | 96.4 | 92.9
COCCNC(=O)COc1cc(C)nc2ccc(OC)cc12 | 96.1 | 82.0 | 91.8 | 94.5 | 109.9 | 101.8 | 95.4 | 95.4
NS(=O)(=O)c1ccc(-n2ncc(NC(=O)Nc3ccccc3)c2-c2ccccc2)cc1 | 103.9 | 85.0 | 71.5 | 50.5 | 100.1 | 60.5 | 87.2 | 69.0
COC(=O)c1nc(-c2ccccc2)oc1N1CCOCC1 | 85.0 | 98.5 | 90.4 | 87.9 | 107.2 | 89.1 | 97.5 | 84.7
CCOC(=O)C1=C(C)NC(=O)NC1c1ccc(F)cc1 (stereo not given) | 107.8 | 97.9 | 98.5 | 103.7 | 100.3 | . | 107.5 | 99.3
O=C(COc1ccc([N+](=O)[O-])cc1Cl)N1CCOCC1 | . | 107.8 | 95.9 | 95.1 | 114.2 | 93.7 | 107.9 | 90.6

Grouped by structure, the compounds so far with a thiophene ring, fused or not.
SMILES | HOP-92 | HOP-62 | SR | K-562 | MDA-MB-435 | CCRF-CEM | RPMI-8226 | MOLT-4
CCOC(=O)/C(=C\CC/C(C)=C/CC/C(C)=C/CCc1ccsc1)CC(=O)O | . | 93.4 | 95.0 | 98.1 | 102.7 | 95.3 | 100.2 | 91.4
Cn1cccc1C(=O)c1n[nH]n2c1nc(=O)c1sccc12 | 92.3 | 81.8 | 89.0 | 97.5 | 95.2 | 87.9 | 85.8 | 95.6

(listing goes on)
SMILES | HOP-92 | HOP-62 | SR | K-562 | MDA-MB-435 | CCRF-CEM | RPMI-8226 | MOLT-4
CCOC(=O)c1c(NC(=O)NCc2ccccc2)sc2c1CCCC2 | 87.7 | 111.7 | 105.8 | 104.0 | 97.5 | 99.0 | 102.7 | 122.9
COc1ccccc1NC(=O)/C=N/O | 102.8 | 89.6 | 101.9 | 99.5 | 106.9 | 86.1 | 102.2 | 103.1
COc1ccc(OC)c(NC(=O)c2cc3oc4ccccc4c3cc2O)c1 | . | 72.4 | 127.3 | 86.4 | 105.3 | 99.4 | 53.4 | 117.2
CC(=O)Nc1nnc([N+](=O)[O-])s1 | 106.9 | 138.0 | 92.5 | 86.8 | 109.8 | 119.8 | 84.0 | 80.1
O=C1N/C(=N\c2nccs2)S/C1=C\c1ccco1 | . | 57.2 | 40.5 | 26.8 | 56.1 | 29.4 | 45.1 | 40.7
COc1ccc(C=C(C(=O)c2ccccc2)C(=O)c2ccccc2)cc1 | 83.4 | 106.9 | . | 82.0 | 78.3 | . | 88.9 | 84.2
COc1ccc(C(C)=O)cc1[N+](=O)[O-] | 105.0&104.6 | 103.0&103.3 | 97.5&99.2 | 108.5&82.6 | 102.6&109.5 | 100.6&96.7 | 102.9&93.3 | 95.6&100.5
COCCn1cc(-c2nc(-c3cc4cccnc4[nH]3)cs2)c2cc(OC)ccc21 | 4.0* | 13.4 | 3.0* | 6.6* | 52.4 | 12.4 | 27.1 | 26.6
COC(=O)C1(C)Cc2cc(OC(C)=O)c(OC(C)=O)cc2N1 (stereo not given) | . | 116.7 | 1.0* | 16.0 | 73.9 | 24.1 | 23.6 | 56.6
COc1ccc(/C=C/C(=O)N2CCOCC2)cc1OC1CCCC1 | 105.6 | 89.3 | 99.8 | 115.7 | 106.0 | 104.6 | 103.3 | 104.3
CCc1ccccc1-n1c(-c2ccc(O)cc2)cc(-c2ccc(Cl)cc2)c(C#N)c1=O | 104.0 | 108.7 | . | 91.2 | 98.9 | 83.6 | 89.7 | 72.6
O=C(C[n+]1ccccc1)c1ccc(Br)cc1 | 98.0 | 92.2 | 104.7 | 98.5 | 109.9 | 108.2 | 104.3 | 110.5
O=[N+]([O-])c1cccc(-c2csc(Nc3nc(-c4cccnc4)nc(C(Cl)(Cl)Cl)n3)n2)c1 | 87.8[3.3 µM] | 90.4[3.3 µM] | 103.3[3.3 µM] | 103.0[3.3 µM] | 106.8[3.3 µM] | 99.7[3.3 µM] | 91.2[3.3 µM] | 103.5[3.3 µM]
C=C1C(=O)O[C@H]2[C@H]1CC/C(COC(=O)/C=C\C(=O)NCc1ccc(Cn3c(=O)sn(CCCI)c3=O)cc1)=C\CC[C@@]1(C)O[C@@H]21 | -68.6* | -36.0* | -48.0* | -10.1* | -83.8* | -21.1* | . | -30.0*
CC(C)(C)[Si](C)(C)OC1[C@@H](COC(=O)NC(=O)CCl)O[C@@H](n2cnc3c(N)ncnc32)[C@H]1O[Si](C)(C)C(C)(C)C (stereo not given in full) | 12.7 | 81.9 | -57.5* | -37.6* | -28.2* | -48.6* | -29.5* | -54.7*
Cc1onc(-c2c(F)cccc2Cl)c1C(=O)Nc1cc2cc([N+](=O)[O-])ccc2oc1=O | 92.3 | 94.4 | . | 109.2 | 97.2 | . | 99.1 | 89.0
O=S(=O)(O)c1ccc2cc(O)ccc2c1 | 88.8 | 99.7 | 100.8 | 103.3 | 107.3 | 108.7 | 106.0 | 102.9
O=S(CC(O)c1ccccc1)c1ccccc1 (stereo not given) | 88.8 | 101.8 | 93.5 | 93.1 | 103.2 | 102.5 | 96.1 | 94.5
CCOC(=O)c1sc(NC(=O)CN2CCC(Cc3ccccc3)CC2)nc1C | . | 102.4 | 83.7 | 93.9 | 105.4 | 94.1 | . | 84.3
O=NN(CCF)C(=O)NC1C(O)CCCC1O (stereo not given) | . | 104.9 | 98.9 | 94.1 | 97.2 | 65.7 | 94.4 | 84.6
O=C(CNc1nc(-c2ccccc2)cs1)Nc1ccc([N+](=O)[O-])cc1Cl | 29.0 | 42.4 | 16.7 | 12.2 | 44.0 | 15.3 | 15.5 | 11.0
CC1c2ccccc2CC(CCN(C)C)c2ccccc21 (stereo not given) | 58.5 | 77.5 | 60.2 | 82.9 | 87.0 | 86.0 | 88.1 | 99.0

Screens as filed in PubChem.
